Bioassay records from PubChem.
EP2 modulator = modulators of human EP2 prostaglandin E2 receptor; AID 940; 260,000 tested, 0.83% active; EP2-expressing cells, cAMP HTRF FRET, PGE2 co-stimulation; induction, % at 25 µM;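 active means compounds whose cAMP rise, as percent of the full-agonist control response, exceeds 60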;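 further: rat C6 glioma line stably carrying human EP2 under a CMV promoter; the protocol text gives 20 µM as final concentration; 100% = response of wells given 1 µM PGE2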
NPY-Y2 PAM-ag = potentiates or activates human NPY-Y2 receptor. P49146. cells expressing NPY-Y2, potentiator/agonist read-out. activation, % at 3.6 µM. 220,000 tested, 0.45% active. AID 1359; in the data active means activation above about 27%;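 further: cells stimulated with NPY near EC25 plus isoproterenol at EC100; 0% = vehicle plus submaximal agonist and 100% = vehicle plus saturating agonist; some results beyond the cut were filed as inactive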
Target sequence (P49146 whole entry, looked up): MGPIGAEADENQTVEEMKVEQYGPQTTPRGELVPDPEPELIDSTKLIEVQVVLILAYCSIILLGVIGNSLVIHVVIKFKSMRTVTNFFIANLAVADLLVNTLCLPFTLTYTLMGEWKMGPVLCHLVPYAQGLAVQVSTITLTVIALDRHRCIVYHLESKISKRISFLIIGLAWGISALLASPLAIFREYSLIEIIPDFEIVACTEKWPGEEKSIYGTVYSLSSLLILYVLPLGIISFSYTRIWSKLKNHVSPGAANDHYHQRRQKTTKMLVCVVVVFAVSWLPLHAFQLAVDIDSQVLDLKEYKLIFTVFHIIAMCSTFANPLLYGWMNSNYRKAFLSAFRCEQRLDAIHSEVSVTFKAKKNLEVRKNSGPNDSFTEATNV
TRPML3 ag = activates the human TRPML3 channel. Q8TDD5. HEK293 TRPML3-YFP, Fluo-8 calcium fluorescence; 100% = the carbachol control signal. activation, % at 3 µM. 220,000 tested, 0.29% active;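 active means activation above its plate's cutoff, the mean activation of the plate's test wells plus 3 SD, cut at about 12% in these data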;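 further: 0% = DMSO only wells and 100% = carbachol wells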
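Material: HEK293 cells stably carrying human TRPML3-YFP; compound dosing: single dose, 3 µM final nominal compound, 0.3% DMSO final; incubation: 1-h 37 °C dye load, 5-s basal, 120-s post-compound reads; technique: Fluo-8 intracellular calcium fluorescence, excitation 470-495 nm, emission 515-575 nm; read-out basis: percent activation from peak-to-basal fluorescence ratio, scaled between DMSO and carbachol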
zfTRPN1 agonist = agonists of zebrafish TRPN1 channel. HEK293 zebrafish TRPN1-YFP, Fluo-8 calcium fluorescence; 100% = response to 87 µM carbachol. activation, % at 3 µM. 220,000 tested, 0.18% active. AID 1424;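 active means activation above its plate's cutoff, the mean activation of test wells on that plate plus 3 SD, cut at about 19% in these data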;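 further: 0% = DMSO alone and 100% = 87 µM carbachol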
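Assay system: Zebrafish TRPN1-YFP in HEK293 cells | Incubation: Dye loading 1 h at 37 °C, then 30 min room temperature | Measured by: Kinetic Fluo-8 fluorescence, ex 470-495, em 515-575 nm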
NPY-Y1 antag = antagonists of human neuropeptide Y receptor Y1. P25929. HEK293-CNG Y1 cells, membrane potential fluorescence; NPY at EC95, then isoproterenol. inhibition, % at 3.6 µM. 200,000 tested, 1% active;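 active means inhibition above the campaign mean inhibition of all tested compounds plus 3 SD, cut at about 20% in these data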;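 further: 0% = DMSO wells given NPY plus isoproterenol and 100% = isoproterenol alone without NPY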
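Test system: HEK293 cells co-expressing NPY Y1 receptor and cyclic-nucleotide gated channel; Also added: NPY (25 nM), isoproterenol (1 µM), Ro 20-1724 (25 µM); Compound dosing: one concentration, 3.6 µM, in 0.4% DMSO; Timing: dye 3 h, compound 60 min room temperature, stimulation 45 min; Technique: Membrane-potential fluorescent dye readout.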
S1P4 ag = agonists of human S1P4 receptor. O95977. S1P4-expressing cell line, agonist reporter assay. activation, % at 4.98 µM. 220,000 tested, 0.35% active. AID 1509; in the data active means activation above about 11%;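 further: 0% = DMSO vehicle and 100% = reference agonist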
Target sequence (O95977 whole entry, looked up): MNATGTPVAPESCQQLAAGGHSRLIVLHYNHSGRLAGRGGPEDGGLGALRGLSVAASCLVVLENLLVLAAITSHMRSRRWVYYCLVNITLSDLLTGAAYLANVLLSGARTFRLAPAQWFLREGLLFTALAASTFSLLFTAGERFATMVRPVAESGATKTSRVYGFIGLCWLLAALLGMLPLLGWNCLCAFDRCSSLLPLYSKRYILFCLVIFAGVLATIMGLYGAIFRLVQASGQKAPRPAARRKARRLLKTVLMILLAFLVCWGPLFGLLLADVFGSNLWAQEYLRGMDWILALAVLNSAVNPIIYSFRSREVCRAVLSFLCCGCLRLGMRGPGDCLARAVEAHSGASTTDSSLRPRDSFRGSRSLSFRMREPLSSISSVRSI
CHOP inh = inhibitors of CHOP induction in ER stress response. CHO-K1 CHOP-promoter luciferase, tunicamycin-induced, 15-18 h. inhibition, % at 10 µM. 220,000 tested, 3.8% active. AID 2732;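 active means compounds that reduced the stress-induced luciferase reporter signal by more than about 70% of percent inhibition, limit read from the data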;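 further: 0% = tunicamycin plus vehicle and 100% = wells without tunicamycin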
S1P4 antagonist = antagonists of human S1P4 receptor | inhibition, % at 4.98 µM | 220,000 tested, 0.26% active | S1P4-expressing cells, antagonist mode, reporter read-out | AID 1510; in the data active means inhibition above about 29%;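 further: 0% = wells stimulated with agonist and 100% = vehicle wells without agonist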
NPY-Y1 PAM-ag = human NPY-Y1 potentiation or agonism, primary screen. P25929. NPY-Y1 expressing cells, potentiator/agonist activation. activation, % at 3.6 µM. 220,000 tested, 0.37% active. AID 1304; in the data active means activation above about 33%, passing the limit was not always enough;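 further: cells stimulated with NPY at EC10 then isoproterenol at EC100; 0% = low agonist plus stimulus and 100% = saturating agonist plus stimulus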
Active calls of the source: *; / = not tested or not shown.

A first look (nine entries):
SMILES	EP2 modulator	NPY-Y2 PAM-ag	TRPML3 ag	zfTRPN1 agonist	NPY-Y1 antag	S1P4 ag	CHOP inh	S1P4 antagonist	NPY-Y1 PAM-ag
O=C(NC1CCCCC1)C(=S)NCc1ccccc1	19.8	-17.3	-2.4	-1.7	-3.8	2.3	21.2	-10.9	-19.1
COc1cc(NC(=O)CN2C(=O)NC(C)(c3ccc4ccccc4c3)C2=O)c(C)cc1[N+](=O)[O-] (stereo not drawn)	-26.4	14.7	0.5	1.5	-3.9	-3.6	2.4	-13.3	7.8
COc1cccc(CN(C)CC(=O)NNC(=O)c2ccc(Cl)cc2)c1	-10.1	3.2	-0.6	-1.3	0.1	-1.7	22.9	-7.8	-15.5
Cc1cccc(OC(C)C(=O)N(Cc2cccs2)C2CCS(=O)(=O)C2)c1C (stereo not drawn)	-2.0	3.7	0.0	-0.4	4.6	-0.5	-14.4	-0.8	-15.6
C=CCNC(=S)NNC(=O)C(CCCC)CC(C)(C)O (stereo not drawn)	25.6	8.5	0.6	1.1	1.3	0.9	-12.1	-6.0	1.6
Cc1cc(C)n(-c2nc3ccccc3c(=O)n2OCC(=O)Nc2c(C)cccc2C)n1	8.3	4.5	-0.4	0.5	7.2	-2.1	-11.9	-8.3	-12.7
COc1ccc(NC2=NC(=S)N(c3cccc(C)c3)C23CCCCC3)cc1	4.5	-9.1	0.0	-0.5	3.4	-1.9	29.7	-14.4	9.7
CCOC(=O)C1CCN(c2ncnc3c2[nH]c2cccc(OC)c23)CC1	-32.2	-2.0	-0.8	1.0	-2.0	0.0	5.0	56.1*	-20.3
CCc1ccccc1NC(=O)CN(C)C(=O)COc1ccc(C)nc1[N+](=O)[O-]	23.1	3.0	0.4	-0.1	-0.6	0.1	-0.5	-8.1	7.8

This part in full, repeating the preview:
SMILES	EP2 modulator	NPY-Y2 PAM-ag	TRPML3 ag	zfTRPN1 agonist	NPY-Y1 antag	S1P4 ag	CHOP inh	S1P4 antagonist	NPY-Y1 PAM-ag
O=C(NC1CCCCC1)C(=S)NCc1ccccc1	19.8	-17.3	-2.4	-1.7	-3.8	2.3	21.2	-10.9	-19.1
COc1cc(NC(=O)CN2C(=O)NC(C)(c3ccc4ccccc4c3)C2=O)c(C)cc1[N+](=O)[O-] (stereo not drawn)	-26.4	14.7	0.5	1.5	-3.9	-3.6	2.4	-13.3	7.8
COc1cccc(CN(C)CC(=O)NNC(=O)c2ccc(Cl)cc2)c1	-10.1	3.2	-0.6	-1.3	0.1	-1.7	22.9	-7.8	-15.5
Cc1cccc(OC(C)C(=O)N(Cc2cccs2)C2CCS(=O)(=O)C2)c1C (stereo not drawn)	-2.0	3.7	0.0	-0.4	4.6	-0.5	-14.4	-0.8	-15.6
C=CCNC(=S)NNC(=O)C(CCCC)CC(C)(C)O (stereo not drawn)	25.6	8.5	0.6	1.1	1.3	0.9	-12.1	-6.0	1.6
Cc1cc(C)n(-c2nc3ccccc3c(=O)n2OCC(=O)Nc2c(C)cccc2C)n1	8.3	4.5	-0.4	0.5	7.2	-2.1	-11.9	-8.3	-12.7
COc1ccc(NC2=NC(=S)N(c3cccc(C)c3)C23CCCCC3)cc1	4.5	-9.1	0.0	-0.5	3.4	-1.9	29.7	-14.4	9.7
CCOC(=O)C1CCN(c2ncnc3c2[nH]c2cccc(OC)c23)CC1	-32.2	-2.0	-0.8	1.0	-2.0	0.0	5.0	56.1*	-20.3
CCc1ccccc1NC(=O)CN(C)C(=O)COc1ccc(C)nc1[N+](=O)[O-]	23.1	3.0	0.4	-0.1	-0.6	0.1	-0.5	-8.1	7.8
Cc1cc(C(=O)OCc2nnc(-c3ccccc3)o2)c(C)n1-c1ccccc1	-20.5	-7.5	0.6	0.7	14.3	-0.3	35.8	5.8	-19.4
O=C(O)C1[C@H]2C(=O)N(Cc3cccs3)C[C@]23C=C[C@H]1O3 (stereo partly drawn)	30.3	3.9	0.4	1.2	0.6	2.5	-17.1	-14.2	1.0
CCOc1ccc(N)cc1OC	26.3	-8.3	0.5	0.5	-1.1	-0.2	2.1	-10.5	-7.0
CC(NC(=O)COc1ccccc1)C(=O)OCC(=O)c1cc2ccccc2o1 (stereo not drawn)	38.3	-12.6	1.1	-1.1	0.6	0.3	4.5	-14.8	13.3
CN1C(=O)C(CC(N)=O)N(NC(=O)c2ccc(Cl)cc2)C1=S (stereo not drawn)	7.6	-0.2	0.5	0.6	5.9	-0.8	8.0	-6.4	-0.8
Cn1cccc1CC(=O)N/N=C/C=C/c1ccccc1	-1.0	3.3	0.8	1.6	-3.1	1.0	-10.4	-4.1	1.2
CC(C)CC(NC(N)=O)C(=O)Nc1ccc(Oc2ccccc2)cc1 (stereo not drawn)	-6.5	9.8	-0.1	0.3	0.0	-1.0	8.7	-3.7	12.6
CCCCn1c(N)c(N(CCOC)C(=O)COc2ccc(Cl)cc2)c(=O)[nH]c1=O	-1.8	-10.2	0.4	0.7	-1.9	-1.1	28.6	3.5	-18.7
Cc1cc(C(=O)N2CCCC2C(=O)O)c(C)o1 (stereo not drawn)	43.1	9.1	0.6	0.8	1.5	-0.1	26.1	2.5	-3.7
O=[N+]([O-])c1ccc(C(O)CNC(=S)Nc2ccccc2)cc1 (stereo not drawn)	-57.4	-5.0	1.8	2.6	-6.2	0.1	-10.1	-1.6	10.9
Cc1ccsc1C(C(=O)NC1CCCCC1)N(C(=O)c1csnn1)C1CC1 (stereo not drawn)	20.4	20.1	-0.1	-1.0	5.8	-1.7	22.0	-6.1	-1.4
CCOC(=O)c1ccc2nc(C)c(CC)c(Cl)c2c1	12.8	5.8	0.0	-0.8	6.4	0.4	8.5	-14.4	1.1
O=C1CC(C(=O)Nc2ccccc2)S/C(=N\N=C\c2ccco2)N1 (stereo not drawn)	4.1	3.0	1.7	-0.2	7.0	2.2	8.9	-7.8	-32.7
Cc1cc2ccccn2c1C(=O)c1ccc(Cl)cc1	65.1*	3.3	-0.7	-1.9	1.7	-2.3	50.4	-1.7	19.8
CCN(CC)CC(O)Cn1c2ccccc2c2ccccc21 (stereo not drawn)	4.0	38.0*	0.1	2.0	-3.7	1.2	-17.2	-2.9	43.2
COc1cccc(C(=O)N2CCN(C3CCN(Cc4ccccc4)CC3)CC2)c1	8.4	-2.1	1.4	1.8	-2.8	-1.6	17.5	-1.7	2.8

Additional entries:
SMILES	EP2 modulator	NPY-Y2 PAM-ag	TRPML3 ag	zfTRPN1 agonist	NPY-Y1 antag	S1P4 ag	CHOP inh	S1P4 antagonist	NPY-Y1 PAM-ag
CCCCN(C(=O)Oc1ccccc1)C1CCS(=O)(=O)C1 (stereo not drawn)	26.2	4.5	0.2	-0.1	/	0.2	-4.8	-6.5	9.9
Cc1c(NC(=O)Cn2cnc3c(=O)n(C)c(=O)n(C)c32)cccc1-c1nc2ccccc2o1	/	-7.1	-0.8	-0.1	3.3	0.3	/	-3.9	-17.9
CCCC(O)(CCN(C)C)c1ccc(OC)cc1 (stereo not drawn)	21.4	-3.5	0.7	3.7	-0.3	-2.7	-13.2	-0.1	-23.5
O=c1oc2ccccc2c(NCc2cccc(F)c2)c1[N+](=O)[O-]	-1.6	0.6	-0.3	0.4	-2.1	1.5	42.8	-16.4	0.3
Cc1ccc(C(=O)NNS(=O)(=O)c2ccccc2[N+](=O)[O-])cc1	18.9	4.9	0.6	0.1	1.4	-2.5	5.5	-6.6	-23.1
CC(=O)Nc1cccc(C(=O)OCC(=O)c2ccccc2Cl)c1	-46.0	11.0	1.2	2.9	0.9	0.5	-31.0	-16.1	12.6
COc1ccc(C(C)=O)cc1CSc1nc2nc(C)cc(C)n2n1	8.8	1.9	-1.9	-0.8	1.1	1.9	-3.2	-22.6	-6.0
O=C(O)c1ccccc1C(=O)Nc1ccccc1	7.2	13.1	0.1	0.9	-0.7	-1.6	24.0	1.9	10.0
O=C(/C=C/c1ccccc1)CC(O)(c1ccccc1)C(F)(F)F (stereo not drawn)	-0.2	14.6	1.2	-0.9	-0.7	-2.1	-11.1	46.9*	4.4
Cc1ccc(C2C3=C(Nc4[nH]n(-c5ccccc5)c(=O)c42)c2ccccc2C3=O)cc1 (stereo not drawn)	-40.4	-0.6	-0.3	-0.9	8.1	0.3	9.5	-31.1	12.3
Cc1cc(=O)[nH]c(-n2ncc(C#N)c2N)n1	35.5	2.7	1.1	0.0	9.2	-0.3	43.2	-9.3	-12.0
O=S(=O)(Nc1ncnc2sc3c(c12)CCC3)c1ccc2ccccc2c1	-21.6	-12.0	-0.2	-1.3	2.7	10.0	23.6	-7.5	-18.7
Cc1cccc(-c2n[nH]c(=S)n2C)c1	-25.9	-4.1	-0.2	-0.3	3.8	-0.3	-12.1	9.8	3.1
Cc1ccc(OCCN2CCN(CC(O)Cn3c4ccccc4c4ccccc43)CC2)cc1 (stereo not drawn)	-14.8	10.1	2.1	1.5	6.4	-0.7	95.9*	6.4	-1.6
Clc1ccc(CNC2CCCC2)cc1	8.4	-9.7	0.8	0.4	8.5	-2.3	-5.6	8.2	-8.9
COc1cccc(C(=O)C2CCCN(CC3=Cc4cc(OC)ccc4OC3)C2)c1 (stereo not drawn)	-41.1	-44.6	0.0	-0.8	16.1	-1.1	-1.7	-10.2	-23.1
O=C(Nc1ccc(-c2nc3ccccc3o2)cc1)C1CCCO1 (stereo not drawn)	-17.7	-7.9	1.2	0.7	5.9	0.1	0.4	-16.1	-24.6
CCc1nn(CC(=O)NCCCN2CCc3ccccc3C2)c(=O)c2cc3sccc3n12	11.1	-2.3	-0.2	-0.9	5.1	1.2	56.0	-20.1	-28.9
COCc1ccc([C@@H]2C[C@H]3CN(Cc4cccnc4)C(=O)[C@]34CCCN24)o1	29.1	13.7	0.4	-0.6	4.9	0.3	24.6	6.5	7.8
O=C(Nc1ccc(-c2noc(CCc3ccccc3)n2)cc1)c1cccnc1	10.8	0.0	0.9	6.7	-1.4	0.7	11.2	-14.7	15.6
CCc1ccc(NC(=O)COC(=O)C2(c3ccc(Cl)cc3)CCCC2)cc1	10.8	-3.0	0.5	1.3	4.3	-0.2	51.4	-2.5	-3.1
O=[N+]([O-])c1ccc(/C=C/c2ccncc2)cc1	-16.8	-0.1	0.7	1.1	/	-0.6	18.3	-5.9	8.6
Cc1ccc(C)c(NC(=O)CSc2c(C)n[nH]c2C)c1	-23.0	7.0	0.5	-1.9	-2.0	-0.9	9.6	-2.6	2.9
COc1ccc(-c2ccc3ccccc3n2)cc1OC	-44.6	2.9	-1.0	-3.1	-3.0	-0.5	33.7	13.1	11.9
C=CCn1cc(C(=O)OC)c(=O)c2cc(S(=O)(=O)N3CCCCCC3)ccc21	6.1	-5.7	0.9	-0.1	3.0	1.4	12.2	-10.8	-1.1
O=S(=O)(c1ccc(-c2cc(C(F)(F)F)on2)s1)N1CCCC1	-9.3	-14.4	-0.3	-1.1	/	-0.3	-16.4	-17.4	5.2

Hits appear at their usual frequency. About 6.5% of those tested had a hit in this group.
